Compound activity deposited in PubChem by Sanford-Burnham Center for Chemical Genomics.
CCR6 antag = CCR6 (human) receptor antagonism; inhibition, % at 20 µM; CHO-K1 CCR6 PathHunter beta-arrestin, luminescence, CCL20-stimulated; P51684; actives 0.49% (n = 340,000);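 active = compounds whose inhibition of the agonist-driven luminescence signal at 20 µM reaches about 50%, limit read from the data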;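 also: cells stimulated with CCL20 at 14 nM final; plate controls were DMSO with CCL20 for no effect and DMSO without agonist for full effect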
Target sequence (P51684 whole entry, looked up): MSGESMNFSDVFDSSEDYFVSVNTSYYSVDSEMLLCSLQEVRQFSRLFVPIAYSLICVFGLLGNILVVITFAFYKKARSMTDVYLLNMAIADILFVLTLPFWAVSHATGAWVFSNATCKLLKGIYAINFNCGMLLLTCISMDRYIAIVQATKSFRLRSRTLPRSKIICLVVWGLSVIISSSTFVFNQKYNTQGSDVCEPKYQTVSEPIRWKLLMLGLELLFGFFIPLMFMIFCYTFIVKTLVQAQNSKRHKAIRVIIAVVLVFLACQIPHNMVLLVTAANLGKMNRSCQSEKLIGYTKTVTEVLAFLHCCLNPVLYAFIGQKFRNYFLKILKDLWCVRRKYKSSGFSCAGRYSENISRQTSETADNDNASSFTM
697 NFkB inh = inhibitors of the PMA/ionomycin-induced NF-kB reporter in 697 B cells; 697 B-cell NF-kB luciferase reporter, 16 h; inhibition, % at 4 µM; actives 0.33% (n = 330,000); in the data active = inhibition above about 35%
Jurkat NFkB inh = lowers PMA/ionomycin-induced NF-kB signal in Jurkat cells; PMA/ionomycin-induced NF-kB luciferase reporter, luminescence; inhibition, % at 4 µM; actives 0.53% (n = 330,000); AID 435003
SENP8 inh = blocks the human protease SENP8; Q96LD8; purified SENP8, Z-RLRGG-aminoluciferin cleavage, luminescence; inhibition, % at 10 µM; actives 1.2% (n = 330,000)
Gli-Sufu block = antagonists of Gli-Sufu signaling. Sufu-KO-LIGHT fibroblasts, Gli luciferase reporter luminescence. AID 588413. inhibition, % at 5 µM. actives 0.74% (n = 340,000);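 active = inhibition above about 55%, limit read from the data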;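 also: 0% = DMSO-treated cells and 100% = wells with medium but no cells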
UBC13 inh = blocks human UBC13 polyubiquitin chain formation. TR-FRET. inhibition, % at 20 µM. actives 0.47% (n = 330,000). AID 485273; in the data active = inhibition above about 45%, passing the limit was not always enough
Target sequence (P61088 whole entry, looked up): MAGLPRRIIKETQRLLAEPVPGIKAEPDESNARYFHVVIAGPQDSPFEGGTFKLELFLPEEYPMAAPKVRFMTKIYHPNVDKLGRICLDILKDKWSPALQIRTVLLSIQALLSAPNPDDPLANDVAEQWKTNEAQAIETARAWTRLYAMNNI
EBI2 block = antagonists of human EBI2 receptor. P32249. EBI2 beta-arrestin recruitment, luminescence, 7a,25-OHC stimulated. inhibition, % at 5 µM. actives 0.81% (n = 360,000). AID 651636; in the data active = inhibition above about 38%;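 also: enzyme fragment complementation signal reports receptor beta-arrestin coupling in cells; 0% = agonist plus DMSO wells and 100% = wells without agonist; some results beyond the cut were filed as inactive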
Target sequence (P32249 whole entry, looked up, the tested form may be a part): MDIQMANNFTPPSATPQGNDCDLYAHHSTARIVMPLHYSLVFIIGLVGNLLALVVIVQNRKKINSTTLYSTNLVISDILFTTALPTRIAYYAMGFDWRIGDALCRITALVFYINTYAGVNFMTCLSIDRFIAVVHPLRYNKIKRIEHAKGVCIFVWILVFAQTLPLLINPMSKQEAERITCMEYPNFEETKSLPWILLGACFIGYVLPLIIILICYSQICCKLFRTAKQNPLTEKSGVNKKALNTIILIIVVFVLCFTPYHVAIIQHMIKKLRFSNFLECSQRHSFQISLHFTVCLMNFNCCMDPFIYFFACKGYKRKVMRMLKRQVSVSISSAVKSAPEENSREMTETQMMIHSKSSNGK
Apaf-1 inh = blocks human Apaf-1 apoptosome activity; O14727; reconstituted apoptosome caspase-3 activity, DEVD-Rh110 fluorescence; inhibition, % at 20 µM; actives 0.71% (n = 330,000); AID 489030; active = inhibition of at least 40% at 20 µM;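 also: plate controls were DMSO wells for no effect and DEVD-CHO caspase inhibitor wells for full effect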
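System – cell-free apoptosome with Apaf-1, procaspase-3 and caspase-9 · Buffer or medium – pH 7.5 Hepes buffer with CHAPS, BSA, DTT · Also added – cytochrome c with DEVD-Rh110 · Times – 30 min compound preincubation, 50 min activation, room temperature · Technique – Rh110 fluorescence intensity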
* marks the source's active call; other numbers are inactive results. Rule as the data show it, unless noted: active = inhibition above about 50%; inactive = the rest.

mol,CCR6 antag,697 NFkB inh,Jurkat NFkB inh,SENP8 inh,Gli-Sufu block,UBC13 inh,EBI2 block,Apaf-1 inh
O=C(NC1CCN(Cc2ccccc2)CC1)c1cc(Br)c(Br)[nH]1,26,5,15,6,9,12,4,-13
COc1ccc(Nc2nc(N3CCCCC3)c3ccccc3n2)cc1,4,-55,16,-3,58*,31,-16,39
O=C(NC1CCCCC1)c1ccc(N2CCCC2=O)cc1,4,-10,-20,-13,-18,2,-16,4
COc1ccc(NC(=O)Nc2ccon2)c(OC)c1,-10,8,1,0,4,1,-10,-11
CCOc1ccccc1NC(=O)CN(c1ccc(OC)cc1)S(=O)(=O)c1c(C)noc1C,6,-44,65*,4,5,3,-2,22
Cc1ccc(C(O)(CNCc2ccccc2)c2ccccc2)cc1 (stereo not drawn),2,-8,14,-2,6,12,1,3
C=CCc1ccc(OCCN2CCc3ccccc3C2)c(OC)c1,16,-11,-14,-4,12,5,4,13
Cc1ccccc1N1CCN(CCCN2C(=O)CC(=C(c3ccccc3)c3ccccc3)C2=O)CC1,9,10,-4,-12,-16,2,0,15
Cc1cc(C(=O)Nc2nnc(C3CC3)s2)c(C)s1,8,-67,-63,74*,-55,3,3,-6
COc1ccc(S(=O)(=O)Nc2c(C)n(C)n(-c3ccccc3)c2=O)cc1,5,30,9,2,1,-2,-6,-21
NC(=O)C1CCN(CC(=O)Nc2ccc(S(=O)(=O)N3CCOCC3)cc2)CC1,15,10,-9,1,17,11,-7,0
COc1ccc(/C=N/OCC(=O)Nc2nc3ccccc3s2)cc1OC,0,-13,-1,70*,-7,5,-10,-7
CC(C)OC(=O)C(CC(=O)O)NCc1ccccc1 (stereo not drawn),5,5,13,6,17,-1,2,-12
COc1ccc(-c2cn(Cc3ccc(C(=O)NCc4ccc(C)cc4)cc3)c(C(C)N)n2)cc1 (stereo not drawn),-10,0,-13,2,-17,43,54*,22
CC(C)(C)NC(=O)C(c1ccccc1)N(C(=O)C1CSC(=O)C1)c1ccccc1 (stereo not drawn),8,-12,-1,1,0,4,-12,-7
O=C(NCc1cccs1)C(=O)NCC1OCCCN1S(=O)(=O)c1cc(F)ccc1F (stereo not drawn),11,-11,-15,-10,-4,-3,0,-6
CCN(CC(=O)Nc1ccccc1OC)CC(=O)Nc1ccccc1C(F)(F)F,8,8,6,-9,-2,13,2,1
Clc1ccc2oc(-c3cccnc3NCc3ccccc3)nc2c1,13,-37,-16,-6,-7,3,-3,17
CCn1c(=O)c2cc(S(=O)(=O)NC3CCCCC3)ccc2n(CC)c1=O,10,6,-8,1,6,2,1,-11
CN(C)c1cc(N/N=C/c2ccccc2C(F)(F)F)nc(N(C)C)n1,-11,-40,-19,26,14,-10,2,56*
COc1ccc([N+](=O)[O-])cc1NC(=O)C(C)OC(=O)CC1CCCC1 (stereo not drawn),10,5,-1,-1,-4,15,3,10
CCOC(=O)c1ccc(NC(=S)N2CCN(c3ccccn3)CC2)cc1,6,-8,14,12,-22,0,2,-15
Cc1cccn2cc(CCNS(=O)(=O)c3ccc([N+](=O)[O-])cc3)nc12,-2,12,-6,9,0,1,-7,-1
O=C1CC(=O)N(Cc2cccs2)C(=O)N1,-1,22,0,-4,-27,4,5,1
COc1ccccc1Oc1ccc(N/C=C/C(=O)c2ccco2)cc1,6,-73,-105,55*,-81,-3,16,10
CC(C)C(CCNC(=O)CC(Cc1ccccc1)c1ccco1)c1ccco1 (stereo not drawn),28,17,-15,-5,3,-7,12,26
OCCC1CN(Cc2cccn2-c2cccnc2)CCN1C1CCCC1 (stereo not drawn),14,20,7,5,6,4,5,-14
O=C(NC(N1CCOCC1)C(Cl)(Cl)Cl)c1cc([N+](=O)[O-])cc([N+](=O)[O-])c1 (stereo not drawn),-6,-6,10,0,-4,2,-25,-8
CCN(CC)S(=O)(=O)c1ccc2[nH]cc(C(=O)NCCN3CCCCCC3)c(=O)c2c1,1,-12,-16,-8,-13,-8,-7,0
COc1ccc2[nH]c(C(=O)Nc3ncc(C)cc3Br)cc2c1,6,-12,8,-8,-1,4,-5,-9
O=C(NCC(O)c1ccc([N+](=O)[O-])cc1)C(c1ccccc1)c1ccccc1 (stereo not drawn),25,5,-3,-6,15,-8,26,17
COc1ccc(C(=O)N2CCN(c3ncccn3)CC2)cc1,11,4,-17,-5,-3,6,0,10
CN1CCN(c2nc3c(c(=O)[nH]c(=O)n3C)n2Cc2ccc([N+](=O)[O-])cc2)CC1,7,4,5,12,8,-5,0,3
COc1ccc2nc(NC(=O)c3ccc(F)cc3)sc2c1,-6,-164,-109,25,-76,28,-5,-3
c1ccc(CSCc2ccccc2)cc1,-4,10,-7,-11,7,1,-1,1
CCOC(=O)N1CCC(NC(=O)C2CCCN(S(=O)(=O)c3cccnc3)C2)CC1 (stereo not drawn),2,5,7,5,-6,4,-8,-11
O=C(N/N=C/c1ccc2c(c1)OCO2)c1ccc(NC(=O)c2ccc(F)cc2)cc1,7,-36,-16,-7,-13,-8,4,-4
Cn1c2c(c(=O)n(C)c1=O)CN(CCN1CCNCC1)CN2,13,11,13,0,-1,13,-6,9
CC(=O)NC(Cc1c[nH]c2ccccc12)C(=O)NCCc1ccccc1 (stereo not drawn),-5,13,6,-3,38,1,0,-4
CCOc1ccc(S(=O)(=O)N2CCOCC2)cc1NC(=O)CSCC(=O)Nc1ccc(C)cc1,7,7,-1,4,3,8,-1,12
COc1ccc(N2CCN(S(=O)(=O)CCNC(=O)C3CC(=O)N(c4ccccc4)C3)CC2)cc1 (stereo not drawn),6,5,2,6,-13,-2,3,-4
O=[N+]([O-])c1ccc(Nc2nc(N/N=C\c3ccc4c(c3)OCO4)nc(N3CCCCC3)n2)cc1,14,27,23,-3,7,-26,22,17
CCN(Cc1ccncc1)C(=O)C(CO)c1ccccc1 (stereo not drawn),12,7,-17,-6,-15,-4,3,-4
O=C(O)c1cc(S(=O)(=O)N2CCN(c3ccccn3)CC2)ccc1Cl,2,15,0,1,3,7,6,-9
COc1ccc(-c2[nH]ncc2/C=C(/C#N)C(=O)NC2CCCCCC2)cc1,13,-26,17,3,6,3,15,11
O=C(O)c1[nH]c2ccccc2c1NS(=O)(=O)Cc1ccccc1,9,5,6,-8,8,8,4,-10
CCC(C)(O)c1[nH]c2ccc(C#N)cc2c1C (stereo not drawn),-7,14,5,-11,1,-11,-9,11
Cc1ccccc1-n1c(C)nnc1SCc1nc2ccccc2s1,5,-101,-105,-1,-11,8,-5,-8
Cc1nc2ccc(S(=O)(=O)Nc3cccc(-c4nc5cccnc5s4)c3)cc2s1,6,-8,-17,-9,-7,6,-3,-2
CCOC(=O)c1oc2ccc(S(=O)(=O)n3nc(-c4ccc(Cl)cc4)cc3N)cc2c1C,1,-61,38,-15,54,-16,12,21
COc1ccccc1-c1cnn2c(N3CCOCC3)cc(C)nc12,4,-37,-51,-5,-65,-1,-6,3
COc1ccc(S(=O)(=O)N2CCN(C3Cc4ccccc4C3)CC2)cc1,11,-13,-9,-4,6,-6,-18,18
CN(CCO)c1cnccn1,1,4,1,-12,-5,-9,-5,3
O=C(Nc1nc2c(s1)CCCC2)Oc1ccccc1,14,3,-30,-8,-6,4,-2,-5
Cc1cc2nc(-c3cccnc3SCC(=O)NCc3ccco3)[nH]c2cc1C,-2,-49,-66,74*,-66,8,-19,-13
CCCn1c(SCC(=O)NNC(=O)c2ccc(OC)cc2)nnc1C(C)C,3,12,-4,-3,-8,1,44,3
COC(=O)c1ccccc1NC(=O)N1CCN(c2ccccc2F)CC1,15,-9,14,4,6,5,6,11
Cc1cccc(OC(C)C(=O)N2CCc3ccccc3C2)c1 (stereo not drawn),30,-15,9,6,46,3,6,-6
Cc1nc(N)nc(OCC(F)(F)C(F)F)c1Br,2,0,7,4,8,3,-3,5
CC(C)N(C(=O)c1ccccc1-c1ccccc1)C(C)C,6,-16,1,-8,8,-9,15,10

Copied from the list:
O=C(O)c1[nH]c2ccccc2c1NS(=O)(=O)Cc1ccccc1 in Gli-Sufu block reads 8
COc1ccc2nc(NC(=O)c3ccc(F)cc3)sc2c1 in Jurkat NFkB inh reads -109

Fetched one by one from above:
mol,CCR6 antag,697 NFkB inh,Jurkat NFkB inh,SENP8 inh,Gli-Sufu block,UBC13 inh,EBI2 block,Apaf-1 inh
O=C1CC(=O)N(Cc2cccs2)C(=O)N1,-1,22,0,-4,-27,4,5,1
CCCn1c(SCC(=O)NNC(=O)c2ccc(OC)cc2)nnc1C(C)C,3,12,-4,-3,-8,1,44,3

Next structures
mol,CCR6 antag,697 NFkB inh,Jurkat NFkB inh,SENP8 inh,Gli-Sufu block,UBC13 inh,EBI2 block,Apaf-1 inh
O=C(NC1CCCC1)C(NS(=O)(=O)c1ccc(Br)s1)c1ccccc1 (stereo not drawn),7,5,11,0,-2,10,1,3
COc1ccc(C2/C(=C(/O)c3ccccc3)C(=O)C(=O)N2c2ccccn2)c(OC)c1 (stereo not drawn),11,3,-5,3,5,4,-6,5
O=C(N[C@@H]1C/C=C\C[C@H](CC(=O)N(CCO)Cc2ccccc2)C(=O)NC[C@@H](c2ccccc2)OC1=O)OCC1c2ccccc2-c2ccccc21,17,7,-4,6,67*,-1,14,24
CCOC(=O)C1CCCN(CC(=O)Nc2c(F)c(F)c(F)c(F)c2F)C1 (stereo not drawn),-10,23,-6,8,2,-1,1,3
C=CCC[C@@H](Cc1ccc(F)cc1)C(=O)OC[C@@H]1CCCN1C(=O)[C@@H](CC=C)CC(=O)N(CCO)Cc1ccccc1,19,-6,-15,-6,2,4,15,48*
COC(=O)C1(CC2CC(c3ccccc3)=NO2)CCN(C(=O)OC(C)(C)C)CC1 (stereo not drawn),-9,-2,3,-1,16,9,5,12
COc1cccc(CNc2ncc(C(=O)Nc3cc(OC)c(OC)c(OC)c3)c(C)n2)c1,4,-49,42,-7,-6,2,12,6
CCOc1nc(NC(=O)NS(=O)(=O)c2ccccc2F)nc(-c2ccccc2)n1,-11,-4,-12,0,-7,6,-16,1
O=C(CCC(=O)N1CCCCCC1)NCc1ccc(F)cc1,1,20,3,5,30,6,9,-1
O=C(NC(c1ccccc1)c1ccccc1)c1ccc(Br)o1,30,21,9,3,-17,6,-4,14
COc1ccc(OC)c(NC(=O)CSc2nc3cccnc3n2C)c1,0,-6,3,2,-1,8,1,14
CCOC(=O)c1[nH]c2ccc(OCC)cc2c1NC(=O)CN1CCCC(C)C1 (stereo not drawn),1,-35,-14,-9,4,-11,6,20
COc1ccc(CCn2c(NN=C(C)C)nc3c2c(=O)[nH]c(=O)n3C)cc1,12,14,8,13,2,-46,-11,-3
CC(C)[C@H](NC(=O)C1CC(=O)N(c2ccc3c(c2)OCO3)C1)C(=O)NC1CCCC1 (stereo partly drawn),-1,7,12,13,-3,-4,-2,-2
O=[N+]([O-])c1ccccc1S(=O)(=O)Nc1cccc(-c2ccc(N3CCCC3)nn2)c1,5,-27,8,13,-13,-1,-14,20
CCCCn1c(SCc2ccc(Cl)cc2)nc2c1c(=O)[nH]c(=O)n2C,6,-25,4,4,12,-1,21,28
CC1CC(C)(C)NCCNC(C)CC(C)(C)NCCN1 (stereo not drawn),-10,-41,2,7,-2,-13,-5,11
Cc1ccc(C(=O)N2CCN(C3CCCCC3)CC2)s1,-3,23,-4,-12,20,-5,-6,-3

3 entries from above, ordered by the number in UBC13 inh, high to low:
SMILES | CCR6 antag | 697 NFkB inh | Jurkat NFkB inh | UBC13 inh | EBI2 block
CCOc1nc(NC(=O)NS(=O)(=O)c2ccccc2F)nc(-c2ccccc2)n1 | -11 | -4 | -12 | 6 | -16
COc1cccc(CNc2ncc(C(=O)Nc3cc(OC)c(OC)c(OC)c3)c(C)n2)c1 | 4 | -49 | 42 | 2 | 12
CCCCn1c(SCc2ccc(Cl)cc2)nc2c1c(=O)[nH]c(=O)n2C | 6 | -25 | 4 | -1 | 21

Only part of the results is shown, so the mix of outcomes need not match the whole.
